# Screening results: PubChem BioAssay, National Center for Advancing Translational Sciences (NCATS)
# DT40 TDP1 CPT: qHTS for Inhibitors of human tyrosyl-DNA phosphodiesterase 1 (TDP1): qHTS in cells in presence of CPT. chicken DT40 Tdp1-/-;hTDP1 cells + 20 nM CPT, ATP luminescence, 48 h. Potency, µM (doses to about 46.2 µM), inactives show top-dose activity change, negative = growth inhibition, most hits filed as inhibitors. 12% of 420,000 active. AID 686979, 2013; also: nearly all actives have a fitted effect of over 55% in size
#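 Cell growth measured by CellTiter-Glo luminescence after a minimum 48 h, 37 C compound exposure with 20 nM CPT in Tdp1-knockout DT40 cells stably expressing hTDP1, seeded 400/well; qHTS titration format.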
# GCN5L2 inh: qHTS Assay for Inhibitors of GCN5L2; Histone acetyltransferase KAT2A (Homo sapiens), Q92830; GCN5L2 HAT assay, ThioGlo1 CoA-SH fluorescence; Potency, µM (doses to about 58.9 µM), for the others: at the highest dose activity change, negative = inhibition, hits mostly inhibitors; 0.21% of 390,000 active; AID 504327, 2011
# Target sequence (Q92830 whole entry, looked up): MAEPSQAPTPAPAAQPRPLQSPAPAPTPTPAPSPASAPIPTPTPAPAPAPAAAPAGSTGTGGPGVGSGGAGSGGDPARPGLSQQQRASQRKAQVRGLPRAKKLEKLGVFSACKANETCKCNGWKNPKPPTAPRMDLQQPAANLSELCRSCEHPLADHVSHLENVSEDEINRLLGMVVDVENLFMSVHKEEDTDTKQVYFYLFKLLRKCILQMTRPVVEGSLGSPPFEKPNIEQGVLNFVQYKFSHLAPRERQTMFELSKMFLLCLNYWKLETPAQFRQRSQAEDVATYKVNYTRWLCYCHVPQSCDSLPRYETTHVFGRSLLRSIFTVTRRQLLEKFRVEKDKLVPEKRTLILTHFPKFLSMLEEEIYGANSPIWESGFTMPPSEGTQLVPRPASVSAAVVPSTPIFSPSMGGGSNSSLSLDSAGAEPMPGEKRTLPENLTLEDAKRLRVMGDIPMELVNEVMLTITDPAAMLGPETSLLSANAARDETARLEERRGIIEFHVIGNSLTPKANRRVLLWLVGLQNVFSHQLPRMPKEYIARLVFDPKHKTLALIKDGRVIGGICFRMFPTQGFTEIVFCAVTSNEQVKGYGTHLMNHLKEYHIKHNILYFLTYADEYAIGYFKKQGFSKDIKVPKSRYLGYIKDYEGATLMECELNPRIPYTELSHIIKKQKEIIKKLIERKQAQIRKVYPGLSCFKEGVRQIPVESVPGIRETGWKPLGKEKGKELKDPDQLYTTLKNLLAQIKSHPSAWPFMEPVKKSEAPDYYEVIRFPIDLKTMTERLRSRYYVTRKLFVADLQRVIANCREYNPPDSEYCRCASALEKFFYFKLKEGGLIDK
#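 Compounds, pin-transferred from DMSO stocks, meet 20nM GCN5L2 for 15 min before the reaction begins with H3(1-25) peptide (75uM) and acetyl-CoA (70uM). Thiol-reactive ThioGlo1 reports CoA release over 20 min at room temperature.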
# DT40 TDP1 no CPT: qHTS for Inhibitors of human tyrosyl-DNA phosphodiesterase 1 (TDP1): qHTS in cells in absence of CPT; Potency, µM (highest dose often 46.2 µM), for the others: top-dose activity change, negative = growth inhibition, usual class: inhibitors; 15% of 420,000 active; DT40 Tdp1-/- hTDP1 cells, no CPT, ATP luminescence, 48 h; also: nearly all actives have a fitted effect of over 55% in size
#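 Growth kinetics read by CellTiter-Glo luminescence after ≥48 hr at 37 °C. Cells: DT40 Tdp1-/- stably carrying human TDP1, 400 per well, compound exposure in the absence of CPT (DMSO vehicle).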
# * hit, by the source's call; ? = inconclusive; nt = no result given; & = joins results of further samples; [ ] = dose if it differs, or a comment. Calls follow the shape of the dose curve; as a rule, active = well fitted curve in the direction sought with a large enough effect; inconclusive = small, poorly fitted or top-dose-only effect, or another doubt; inactive = no such curve, though single readings can be large; an effect the other way counts as inactive or inconclusive. % is scaled to controls: 0 for no effect and ±100 for the full control effect; potency is read from the fitted curve at half-maximal effect. Only part of the results is shown. The share of hits here may be higher or lower than overall.
SMILES	DT40 TDP1 CPT	GCN5L2 inh	DT40 TDP1 no CPT
O=C(Nc1ccccc1F)c1ccc(Cn2cc(Cl)cn2)cc1	-12.6%	-7.3%	-25.6%
COc1ccc(NC(=O)CSc2nnnn2-c2cccc(OC)c2)cc1	-2.3%	nt	6.9%
COc1cc(CNCCc2ccccc2)ccc1OCC(N)=O	-16.6%	-4.5%	-1.6%
O=C(CN1C2CCCC1CC(NC(=O)c1ccccc1)C2)Nc1ccccc1 (centres undefined)	?	-8.4%	?
CC(=O)Nc1ccc(NC(=O)CC(c2ccccc2)c2ccccc2)cc1	-15.4%	-6.9%	-11.1%
CN1CCCC(OC(=O)CCCCC(=O)OC2CCCN(C)C2)C1 (centres undefined)	2.9%	0.9%	-21.2%
CCc1nc2ccccc2c(=O)n1/N=C/c1ccc(Cl)cc1	-29.6%	nt	16.4µM*
CN(C)C(CN1C(=O)C2CC=CCC2C1=O)c1cn(C)c2ccccc12 (centres undefined)	-20.7%	0.1%	-25.0%
CCOc1cc([N+](=O)[O-])c2nc(N)sc2c1	-11.1%	-5.8%	5.1%
CCCSc1nnc(NC(=O)c2cc(=O)c3ccccc3o2)s1	1.4%	-7.5%	-16.6%
O=C(C1CCN(S(=O)(=O)N2CCOCC2)CC1)N1CCOCC1	-2.3%	-6.2%	9.1%
CC1(C(=O)O)CCCN1C(=O)c1ccc(Cl)cc1Cl (centres undefined)	?	nt	3.8%
Cc1c(Br)cnc2ccccc12	11.2%	nt	4.6%
COc1cccc2cc(C(=O)N3CCCc4ccccc43)oc12	?	-9.5%	?
CC(C)(C)c1ccc(C(=O)n2cnc3ccccc32)cc1	-21.0%	-6.6%	-27.7%
C=C1C(C(=O)Nc2ccccc2)C1C(=O)Nc1ccccc1 (centres undefined)	0.3%	-0.1%	0.3%
COc1ccc(CNCC(O)COc2ccc3[nH]c(=O)ccc3c2)cc1OC (centres undefined)	9.9%	nt	-2.2%
CCOc1cc(/C=C2\SC(=NC)N(C)C2=O)c(Br)cc1OC(C)=O	?	3.3%	20.6µM*
COc1cccc(CNC(=O)CCN2C(=S)NC(C)(C)CC2C)c1 (centres undefined)	-8.8%	-12.0%	12.4%
O=C(CN1C(=O)COc2ccccc21)c1ccc(Cl)cc1	-8.3%	-0.1%	-28.1%
O=C(NCc1ccc(Cl)cc1)C(=O)NCC1OCCN1S(=O)(=O)c1cccs1 (centres undefined)	1.8%	-3.9%	-27.7%
Cc1noc(C)c1C(=O)OCC(=O)c1c[nH]c2ccccc12	13.2%	-1.9%	-25.5%
CC1(Cc2ccccc2OC(F)(F)F)C(=O)Nc2ccc(S(=O)(=O)NC3CCCCC3)cc21 (centres undefined)	?	nt	?
O=C(CS(=O)(=O)c1c[nH]c2ccccc12)N1CCc2ccccc21	5.7%	-5.5%	-22.3%
Cc1nnc(N2CCN(c3ccccc3F)CC2)c2c1nnn2Cc1ccc(F)cc1	?	-0.2%	?
CCCCC(=O)N1CC(=O)Nc2ccc(F)cc2C1c1ccc(F)cc1 (centres undefined)	?	-14.3%&4.6%	?
Cc1cccc(C(=O)c2c[nH]cc2-c2ccccc2)c1	-25.3%	1.0%	?
COc1ccc(C)cc1NC(=O)c1nc2nc(C)cc(C)n2n1	-7.1%	nt	-9.0%
COc1ccc2c(c1)sc(=NC(=O)CS(=O)(=O)c1ccc(F)cc1)n2C	?	-5.9%	20.6µM*
CCCCC(=O)OC1=C(C(=O)c2ccccc2)N(CC)S(=O)(=O)c2ccccc21	20.6µM*	-15.5%	7.31µM*
COc1ccc(CCN2CC(C(=O)NCc3ccc(F)cc3)CC2=O)cc1OC (centres undefined)	-5.0%	-6.7%	-14.5%
C/C(=N\NC(=O)Cn1cnc2ccccc21)c1cccs1	-18.6%	-0.3%	-28.5%

# Of the compounds above, these contain an aryl thioether with sulfur outside any ring:
SMILES	DT40 TDP1 CPT	GCN5L2 inh	DT40 TDP1 no CPT
COc1ccc(NC(=O)CSc2nnnn2-c2cccc(OC)c2)cc1	-2.3%	nt	6.9%
CCCSc1nnc(NC(=O)c2cc(=O)c3ccccc3o2)s1	1.4%	-7.5%	-16.6%

# New compounds follow.
# Every second line gives: DT40 TDP1 CPT	GCN5L2 inh	DT40 TDP1 no CPT
> CCN(CC)c1ccc(/C=N/NC(=O)c2c(Cl)c(C)nn2C)cc1
  ?	-6.1%	?
> CC(c1ccc(F)cc1)n1c(-c2ccc3ccccc3n2)n[nH]c1=S (centres undefined)
  6.7%	-3.7%	1.9%
> OC(COC(c1ccc(F)cc1)c1ccc(F)cc1)CN1CCCC(C(F)(F)F)C1 (centres undefined)
  2.7%	-0.9%	?
> Cc1ccc(C2(C)NC(=O)N(CC(=O)Nc3cc(S(=O)(=O)N4CCOCC4)ccc3OC(C)C)C2=O)cc1 (centres undefined)
  ?	nt	?
> Cc1ccc(NCC(=O)N/N=C/c2cc(O)ccc2[N+](=O)[O-])cc1
  1.2%	-10.7%	1.3%
> Brc1ccc2ncnc(Nc3cccc4ccccc34)c2c1
  ?	-19.7%	?
> Cc1ccc(NC(=O)c2ccc(OC(F)F)cc2)cc1S(=O)(=O)N(C)C
  ?	-1.9%	?
> O=C(Oc1ccc(C(=S)N2CCOCC2)cc1Br)c1cc(Cl)ccc1Cl
  ?	-20.7%	-1.7%
> COc1ccccc1C(=O)COC(=O)c1cccc(-n2cnnn2)c1
  -13.1%	-0.7%	?
> O=C(Nc1ccccc1)c1sc(N2CCOCC2)nc1-c1ccccc1
  -22.7%	-11.1%	?
> COc1cccc(-c2cc(NCc3cccnc3)ncn2)c1
  11.3%	-8.0%	0.0%
> O=C(CCC(=O)c1ccc(F)cc1)NCC1(N2CCCCC2)CCCCC1
  -23.2%	6.0%	?
> Cc1nnc(N2CCN(c3ccccc3F)CC2)c2c1nnn2Cc1ccccc1Cl
  14.6µM*	3.7%	?
> CCn1c2ccccc2c2cc(CN3CCN(C(=O)c4ccco4)CC3)ccc21
  ?	-7.9%	23.1µM*
> CCc1ccc(NC(=O)CN2C(=O)C(c3ccc(C)cc3)=NC23CCCCC3)cc1
  ?	-9.0%	?

# Copied from the list.
# `COc1ccccc1C(=O)COC(=O)c1cccc(-n2cnnn2)c1` in DT40 TDP1 CPT shows -13.1%
# `O=C(CCC(=O)c1ccc(F)cc1)NCC1(N2CCCCC2)CCCCC1` in GCN5L2 inh shows 6.0%

# The listing continues.
# Every second line gives: DT40 TDP1 CPT	GCN5L2 inh	DT40 TDP1 no CPT
> Cc1ccc2nc(NC(=O)c3ccc(OCC4CCCO4)cc3)sc2c1 (centres undefined)
  13µM*	-2.5%	14.6µM*
> OCCC1CN(Cc2ccon2)CCN1Cc1ccccc1 (centres undefined)
  20.8%	0.7%	-2.6%
> COc1cc(C(=O)N2CCC(NC(=O)C(Cc3ccccc3)NC(C)=O)CC2)cc(OC)c1OC (centres undefined)
  -9.1%	-4.2%	2.2%
> CCOC(=O)c1cc2occc2n1CC(=O)NC1CCCCC1C (centres undefined)
  7.2%	-7.0%	-27.9%
> CCCCN(CCCC)C(=O)C[n+]1cccc(/C=N/O)c1
  -13.8%	-1.0%	-21.7%
> O=C(NCC(=O)N(Cc1ccco1)C(C(=O)NC1CCCCC1)c1ccncc1)c1cccs1 (centres undefined)
  14.0%	-3.9%	-24.0%
> COc1ccc(C(=O)NCCn2ccc3ccccc32)cc1
  ?	-1.7%	?
> Cc1ccc(NC(=O)c2ccc(NC(=O)c3ccccc3)cc2)cc1C
  13µM*	-0.8%	?
> C=CCSc1nnc(NC(=O)CSc2ccccn2)s1
  -6.4%	-3.1%	-17.3%
> CCOC(=O)N1CCN(S(=O)(=O)c2ccc(C(=O)N(CCCN(C)C)c3nc4cc(OC)ccc4s3)cc2)CC1
  -15.6%	0.0%	-5.4%
> COc1cccc(C(=O)Nc2nc(-c3ccc(S(=O)(=O)N4CCOCC4)cc3)cs2)c1
  20.6µM*	-6.7%	11.6µM*
> c1ccc(-c2cc(-c3ccccc3)ncn2)cc1
  1.0%	nt	-6.2%
> CC(=O)Nc1ccc(N2CCCC2)cc1
  -11.6%	-2.4%	1.4%
> COc1cc(OC)c(NC(=O)/C=C/C(=O)O)cc1Cl
  3.4%	-12.0%	8.3%
> C/C(Cn1cnc([N+](=O)[O-])n1)=N\NC(=O)c1ccncc1
  -25.3%	0.9%	10.5%
> Cc1c(NC(=O)CN2c3ccccc3CC2C)c(=O)n(-c2ccccc2)n1C (centres undefined)
  3.1%	-1.6%	-2.6%
> N/C(=N\OCc1ccc([N+](=O)[O-])cc1)c1ccncc1
  -4.7%	-1.3%	-9.5%
> O=C1CCC(=O)N1CCSC(=S)N1CCSCC1
  -9.0%	-2.5%	-27.2%
> CC(=O)N1CCCc2cc(S(=O)(=O)N3CCN(c4ccccc4F)CC3)ccc21
  20.6µM*	-1.6%	20.6µM*
> Cc1[nH]c2ccccc2c1C(Nc1nccs1)c1ccncc1 (centres undefined)
  -10.4%	-11.0%	2.3%
> CN(C(=O)c1ccc([N+](=O)[O-])cc1)c1ccccc1C(=O)NCc1ccccc1
  -19.2%	-22.1%	-17.9%
> COc1ccc(Cl)cc1C(=O)OCC(=O)NCc1cccs1
  -0.5%	2.2%	22.9%
> Cc1ccc(N2CC(C(=O)OCC(=O)c3c(N)n(CC(C)C)c(=O)n(C)c3=O)CC2=O)cc1 (centres undefined)
  -37.7%	-5.0%	?
> COc1cc(NC(=O)CN2CCCCC2)c(C)cc1[N+](=O)[O-]
  8.6%	-7.0%	3.1%
> CC(=O)C1=C(C)OC(N)=C(C#N)C1c1cc([N+](=O)[O-])ccc1Cl (centres undefined)
  4.11µM*	-6.4%	3.66µM*
> CC(=O)O/N=C(\N)c1cnn2c(C(F)(F)F)cc(C(F)(F)F)nc12
  -9.6%	-5.6%	-10.6%
> O=C(COc1ccccc1)c1cn(CC(=O)N2CCOCC2)c2ccccc12
  -4.2%	2.4%	?
> CC(=O)Nc1ccc(C(C#N)=Cc2ccc(N(C)CCC#N)cc2)cc1
  ?	nt	14.6µM*
> CCCCn1c(/C=C/c2ccco2)nc2ccccc21
  18.4µM*	-3.4%	?
> Cc1nc(SCc2ccc(F)cc2)c2oc3ccccc3c2n1
  -1.6%	-1.3%	-8.2%

# Two of the compounds above, with each value named.
CN(C(=O)c1ccc([N+](=O)[O-])cc1)c1ccccc1C(=O)NCc1ccccc1
  DT40 TDP1 CPT = -19.2%
  GCN5L2 inh = -22.1%
  DT40 TDP1 no CPT = -17.9%
Cc1nc(SCc2ccc(F)cc2)c2oc3ccccc3c2n1
  DT40 TDP1 CPT = -1.6%
  GCN5L2 inh = -1.3%
  DT40 TDP1 no CPT = -8.2%

# Later entries.
# Every second line gives: DT40 TDP1 CPT	GCN5L2 inh	DT40 TDP1 no CPT
> O=C1N=C(N2C=CC(=C3C=CNC=C3)C=C2)/C(=C/N=NC(=O)c2ccccc2)S1
  18.7%	-6.7%	13.3%
> COc1ccc(NC(=O)CN2CCN(c3ccccc3)CC2)cc1
  3.6%	1.0%	-0.4%
> CCCOc1ccc(C(=O)Nc2ccc(Cl)cn2)cc1
  -17.8%	-3.3%[0.501 µM]	-20.7%
> CCCOc1ccc(NC2=CC(=O)CC(C)(C)C2)cc1
  2.2%	0.6%	-22.4%
> COc1ccc(Cl)cc1NC(=O)C(C)OC(=O)Cn1cc(C(F)(F)F)ccc1=O (centres undefined)
  ?	-4.0%	-5.0%
> Cc1nc2ccn(Cc3ccccc3)c(=O)c2cc1C(=O)N1CCN(c2ccc(F)cc2)CC1
  ?	-5.9%&-2.0%	?
> CCc1nnc(NS(=O)(=O)c2ccc(N3C(=O)c4ccccc4C3=O)cc2)s1
  12.5%	-23.6%	-12.3%
> CC(C)N(C(=O)CSc1nnc(CN2CCCCCC2=O)n1-c1ccccn1)C(C)C
  -5.6%	-0.3%	-3.3%
> C=CCN(CC=C)C(=O)C(=O)c1cc(C)n(-c2ccc([N+](=O)[O-])cc2)c1C
  ?	-11.5%	14.6µM*
> Cc1ccnc(NC(=O)c2cccc(NC(=O)CC3SC(N4CCCCC4)=NC3=O)c2)c1 (centres undefined)
  ?	-12.3%	?
> CCC(C)C(=O)Nc1cc(OC)c(OC)cc1C(=O)O (centres undefined)
  6.5%	0.7%	-1.9%
> O=C(Nc1cc(Cl)cc(Cl)c1)c1ccc(F)c(S(=O)(=O)N2CCc3ccccc32)c1
  5.8µM*	-14.4%	9.2µM*
> COc1ccc(S(=O)(=O)Cc2ccc(C(=O)O)o2)cc1
  10.4%	-3.4%	19.6%
> COc1ccc(Cc2nnc(SCC(=O)c3cccc([N+](=O)[O-])c3)n2C)cc1
  ?	-3.3%	-20.5%
